phage Ecoli inh = growth loss of phage-infected E. coli, primary screen, RecBCD inhibitor project, absorbance, with phage, HTS | inhibition, % at 11.9 µM | 360,000 tested, 0.26% active; in the data active = inhibition above about 11%
AddAB inh = growth inhibition of E. coli expressing H. pylori AddAB, primary screen, AddAB inhibitor project, absorbance. 330,000 tested, 0.29% active. AID 435030, 2010. inhibition, % at 11.9 µM; in the data active = inhibition above about 12%;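 also: 0% = vehicle wells of infected cells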
DSG3 Ab inh = inhibitors of pemphigus antibody binding to DSG3, primary screen, biochemical, bead-based, flow cytometry, scFv-GFP; Desmoglein-3 (Homo sapiens), P32926; DSG3-coupled beads, scFv-anti-DSG3-GFP binding; active compounds read low; binding (percent of control), % at 10 µM; 310,000 tested, 0.48% active; AID 588358, 2011;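 active = binding more than 3 SD below its plate's average and above zero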;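 also: hits lower antibody fragment binding to DSG3; some compounds called inactive have numbers as strong as hits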
Arr AP2 block = inhibitors of beta-arrestin/AP2 binding, primary screen, biochemical, GPCR trafficking, flow cytometry; beta-arrestin 1 C-terminal peptide binding to AP2 beta2-adaptin appendage (human); FITC-arrestin peptide / GST-AP2 beads; AP2 beta2 appendage carries R879A mutation; inhibition, % at 10 µM; 340,000 tested, 0.31% active;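 active = inhibition above a set limit, near 3 SD of compounds lacking own fluorescence, cut at about 54% in these data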;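 also: plate controls were DMSO wells for no effect and 5 µM unlabelled arrestin peptide for full effect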
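Assay system: GST-AP2 R879A bound to glutathione beads, E. coli-expressed; Medium: PBS with 0.05% Tween 20 and 0.1% BSA; Also added: fluorescein-tagged arrestin peptide at 50 nM final; Timing: 12 min plus 1 h, RT; Measured by: flow cytometry, FL1 (488/535 nm); Evaluation: percent drop in bead-associated FITC signal.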
PfHsp90 set2 = growth inhibition of PfHsp90-expressing yeast, primary screen, antimalarial PfHsp90 inhibitor project, S. cerevisiae, BacTiter-Glo luminescence, single point, set 2; AID 504621, 2011; inhibition, % at 9.4 µM; BacTiter-Glo ATP, 48 h; yeast lacking PDR1 and PDR3 efflux regulators; 310,000 tested, 0.32% active;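 active = every replicate shows inhibition above about 80%, whatever the replicate mean, limit read from the data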;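 also: 0% = DMSO neutral controls and 100% = 20 µM radicicol positive controls; yeast relying on Plasmodium falciparum Hsp90 in place of its own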
E coli growth = E. coli V3065 growth inhibition, primary screen, counter-screen for AddAB inhibitor project, absorbance, OD600. 330,000 tested, 0.27% active. AID 449728, 2010. 18 h. inhibition, % at 11.9 µM;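 active = inhibition above the campaign's mean inhibition across all tested compounds plus 3 SD, cut at about 9.9% in these data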;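 also: uninfected addAB+ strain grown without phage in ampicillin broth; 0% = DMSO wells and 100% = ciprofloxacin 0.95 µg/ml wells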
PKA-R1A act = activators of PKA-R1A holoenzyme, primary screen, biochemical, fluorescence polarization, Cy5-IP20, bovine R1A, mouse PKAc; cAMP-dependent protein kinase type I-alpha regulatory subunit (Bos taurus) + …; activation, % at 11.4 µM; PKA-R1A dissociation; scaled: DMSO 0%, 113 µM cGMP 100%; 340,000 tested, 0.083% active;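 active = percent activation above the mean of all tested compounds plus 3 SD, cut at about 19% in these data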;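 also: higher means more PKAc released from R1A so a rise in polarization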
Mot1-301 SUMO = yeast Mot1-301 growth rescue at high temperature, primary screen, SUMOylation pathway inhibitor project, S. cerevisiae, ATP luminescence, 38.5C; S. cerevisiae Mot1-301 growth rescue; percent above DMSO median, 100 means doubled; growth rescue, % at 18.8 µM; 320,000 tested, 1% active;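 active = every valid replicate shows activation above 250% relative to neutral control wells; inactive = the rest, any valid replicate at or below 250%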;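 also: OY570 slx delta 5 strain wells were the positive control but not used for scaling; some compounds called inactive have numbers as strong as hits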
MOR-DOR ag = agonists of OPRM1-OPRD1 heterodimerization, primary screen, cell-based, luminescence; 340,000 tested, 0.3% active; Mu-type opioid receptor (Homo sapiens) + Delta-type opioid receptor (Homo sapiens), …; cells; activation, % at 9.3 µM; in the data active = activation above about 18%;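 also: 0% = vehicle-treated cells and 100% = reference agonist; values of inactives mirror those of a sister screen read the other way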
Target sequence (P35372 whole entry, looked up): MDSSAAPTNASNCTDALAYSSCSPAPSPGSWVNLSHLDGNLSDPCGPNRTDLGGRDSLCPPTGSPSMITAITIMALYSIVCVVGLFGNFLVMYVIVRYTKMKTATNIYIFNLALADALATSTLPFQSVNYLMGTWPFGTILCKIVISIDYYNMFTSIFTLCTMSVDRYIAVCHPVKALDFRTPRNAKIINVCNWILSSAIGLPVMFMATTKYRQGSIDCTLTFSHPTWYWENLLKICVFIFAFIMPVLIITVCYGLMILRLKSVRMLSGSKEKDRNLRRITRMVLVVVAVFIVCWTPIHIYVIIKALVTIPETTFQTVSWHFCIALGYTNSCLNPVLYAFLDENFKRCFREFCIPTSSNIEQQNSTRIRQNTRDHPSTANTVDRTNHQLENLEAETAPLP
Target sequence (P41143 whole entry, looked up): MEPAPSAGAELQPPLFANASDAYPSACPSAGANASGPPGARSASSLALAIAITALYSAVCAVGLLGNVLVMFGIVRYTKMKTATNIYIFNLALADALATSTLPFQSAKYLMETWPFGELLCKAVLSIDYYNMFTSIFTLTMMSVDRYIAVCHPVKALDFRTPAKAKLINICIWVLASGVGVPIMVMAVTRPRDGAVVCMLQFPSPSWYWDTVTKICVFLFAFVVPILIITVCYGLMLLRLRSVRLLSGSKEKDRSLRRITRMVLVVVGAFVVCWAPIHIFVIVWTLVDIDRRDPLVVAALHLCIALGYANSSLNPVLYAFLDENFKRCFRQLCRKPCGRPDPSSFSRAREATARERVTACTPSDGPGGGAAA
MOR-DOR inv ag = inverse agonists of MOR-DOR heterodimerization, primary screen, cell-based, luminescence. Mu-type opioid receptor (Homo sapiens) + Delta-type opioid receptor (Homo sapiens), …. cell-based MOR-DOR heterodimer luminescence, inverse agonism. inhibition, % at 9.3 µM. 340,000 tested, 0.21% active. AID 504357, 2011; in the data active = inhibition above about 22%, passing the limit was not always enough;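 also: 0% = cells with DMSO and 100% = wells without cells with DMSO; values of inactives mirror those of a sister screen read the other way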
Tat export inh = E. coli Tat export inhibitors, primary screen, MC4100, TorA-mCherry reporter, fluorescence, single point | inhibition, % at 10 µM | AID 488895, 2010 | 340,000 tested, 0.036% active;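 active = mean replicate inhibition at least 50% and at least half of replicates individually reaching 50%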;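 also: exported cargo escapes ClpAP degradation while cytoplasmic cargo is degraded and loses fluorescence; 0% = median of neutral control wells and 100% = median of NaSCN control wells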
* marks the source's active call; other numbers are inactive results; . = no result given. Rows are unselected; overall some 2.8% were active at least once.

SMILES	phage Ecoli inh	AddAB inh	DSG3 Ab inh	Arr AP2 block	PfHsp90 set2	E coli growth	PKA-R1A act	Mot1-301 SUMO	MOR-DOR ag	MOR-DOR inv ag	Tat export inh
CS(=O)c1ccccc1-c1nc(-c2ccc([N+](=O)[O-])cc2)no1 (stereo unspecified)	0.5	.	100	2	-7	.	-5	.	-1.5	8	19
CCNC(=S)N/N=C/c1c(C)nn(-c2cccc(Cl)c2)c1Cl	1.6	0.9	.	13	-3	0.1	-18	24	9.6	-49	0
Cc1n(CC(=O)c2ccc(F)cc2)c2ccccc2[n+]1C	2.5	0.9	100	10	-1	-0.3	-10	.	-3.2	16	-3
O=C(N1CCN(c2ccc(F)cc2)CC1)C12CC3CC(CC(C3)C1)C2	4.1	3.0	.	-6	16	1.5	-1	-19	3.7	-23	17
O=C(Nc1nc(-c2nc3ccccc3s2)cs1)C1CC1	0.4	1.4	98	19	-8	-1.4	0	16	-0.4	2	2
CC[C@H](C)[C@@H](CN[C@H](C)CNC)NCCC(c1ccccc1)c1ccccc1	1.1	-0.8	101	-9	-16	-0.9	-3	-7	1.7	-9	0
CCNC(=S)N/N=C(\C)c1ccco1	2.2	2.1	97	42	11	-0.2	5	-20	-0.7	3	2
O=[N+]([O-])c1ccccc1-n1cnc2ccccc21	3.2	1.2	94	4	-6	2.4	3	-14	1.1	-6	-4
CCSc1nnc(NC(=O)c2nc(-c3ccccc3)n(-c3ccccc3)n2)s1	-8.7	-0.6	98	-2	-8	-2.3	4	5	0.6	-4	4
CCN(CC)C(=O)C1CCC(C)(C(=O)O)C1(C)C (stereo unspecified)	1.3	0.9	90	30	22	-0.6	-2	-11	-2.6	16	-2
OCCC1CN(Cc2cnn(-c3ccccc3Cl)c2)CCN1Cc1ccsc1 (stereo unspecified)	1.8	-1.5	115	-1	.	-3.9	2	-12	-0.4	2	-5
COc1ccc(S(=O)(=O)NCC2CCC(C(=O)NCc3ccc(F)cc3)CC2)cc1 (stereo unspecified)	0.8	-0.3	112	-19	-8	-0.5	5	-5	-2.7	12	-8
CSCCC(NS(=O)(=O)c1ccccc1)C(=O)Nc1nccs1 (stereo unspecified)	0.6	.	110	0	-2	.	7	.	0.6	-3	9
O=C(c1cccc(Br)c1)N1CCN(C(=O)N2CCOCC2)CC1	-0.6	-0.3	94	-1	-15	0.0	-3	-8	1.9	-10	9
COCCSc1nnc(NC(=O)CS(=O)(=O)c2ccccc2)s1	2.5	2.3	109	2	-6	0.6	-7	-22	-3.2	17	-2
Cc1nc(NCCN2CCOCC2)c2nnn(Cc3ccccc3Cl)c2n1	3.1	-0.1	102	6	-16	1.2	-2	4	0.7	-4	9
COc1ccc(CCNc2cc(C)nc3c(-c4ccccc4)c(C)nn23)cc1OC	-0.9	1.6	98	0	19	-0.6	-9	-22	-2.5	13	8
CCn1c(-c2cc(-c3cc(OC)ccc3OC)nc3ccccc23)n[nH]c1=S	0.9	0.7	104	-1	4	-0.3	8	-2	0.5	-2	-6
CCC(=O)N1N=C(c2ccc(NS(=O)(=O)c3ccc(C)cc3)cc2)CC1c1ccco1 (stereo unspecified)	4.7	-1.5	99	-11	9	-1.3	-11	2	1.7	-7	8
CS(=O)(=O)Nc1ccccc1C(=O)Nc1cccc(Cl)c1	4.6	2.3	123	28	11	4.2	5	-4	-0.1	1	3
NC(=O)c1ccccc1NC(=O)CC12CC3CC(CC(C3)C1)C2	4.1	-0.6	114	12	-3	0.6	-4	10	-0.8	4	5
O=C1c2cnc3nc(SCc4ccc(Cl)cc4)nn3c2CC2c3ccccc3CCN12 (stereo unspecified)	1.8	0.5	103	10	-27	2.1	-1	.	-3.5	18	19
COc1ccc(C2C(C)C3(O)CC(C#N)(C(=O)N3)C2(C#N)C#N)cc1 (stereo unspecified)	2.5	0.1	112	46	5	1.1	-8	88	-1.3	6	-1
CN(C)CCCN(C(=O)c1ccc(Cl)s1)c1nc2cc3c(cc2s1)OCO3	2.5	1.7	97	-4	28	0.2	-1	4	14	-76	1
CC(=O)N(c1ccc(Cl)cc1)c1c[nH]c2ccccc12	1.4	-4.3	87	5	-3	-0.1	-13	6	-2.1	12	2

A few values from above:
Entry for CSCCC(NS(=O)(=O)c1ccccc1)C(=O)Nc1nccs1 (stereo unspecified) in PKA-R1A act: 7
Entry for COc1ccc(C2C(C)C3(O)CC(C#N)(C(=O)N3)C2(C#N)C#N)cc1 (stereo unspecified) in Tat export inh: -1

Next section:
SMILES	phage Ecoli inh	AddAB inh	DSG3 Ab inh	Arr AP2 block	PfHsp90 set2	E coli growth	PKA-R1A act	Mot1-301 SUMO	MOR-DOR ag	MOR-DOR inv ag	Tat export inh
O=C(C1CCCCC1C(=O)N1CCCCC1)N1CCCCC1 (stereo unspecified)	2.0	.	87	3	5	.	-12	.	-0.8	4	2
CCOc1cc(/C=N\Nc2ncc(F)c(N3CCOCC3)n2)ccc1Oc1nc(Cl)ncc1F	0.9	2.5	.	37	13	-0.8	-11	2	-1.1	6	2
COc1ccccc1CNC(=O)CCNC(=O)Cn1cnc2ccccc2c1=O	2.5	0.8	103	2	-6	-2.0	-7	220	-0.6	3	-3
COc1ccccc1CCNC(=O)CCn1nc(C)c2c(C)n(-c3ccccc3)nc2c1=O	3.6	2.3	90	-9	19	-3.1	-4	1	-3.7	19	-2
O=C(NC(=S)NCc1ccccc1)c1cccc([N+](=O)[O-])c1	1.2	3.1	102	5	-2	1.2	12	8	1.7	-8	-3
Cc1ccc(NC(=O)c2ccccc2OCc2c(C)noc2C)cc1S(=O)(=O)N(C)C	2.7	1.3	95	-2	11	-1.1	-1	44	-2.2	9	1
C=CCn1c(SCC(=O)NC2CCS(=O)(=O)C2)nc2sc(CC)cc2c1=O (stereo unspecified)	2.1	2.0	113	2	-54	0.3	11	4	-2.2	10	-14
COc1cc(/C=N/n2c(C)nnc2C)cc(OC)c1OC	2.8	3.9	104	-1	-15	-0.1	4	-2	0.0	0	0
O=S(=O)(Oc1ccccc1)c1cccnc1	101*	-0.9	.	-7	17	-0.8	-9	-7	-3.2	16	1
COc1cccc(OC)c1C(=O)Nc1cccc(NC(=O)c2cccs2)c1	2.7	1.3	113	-9	6	-1.2	8	-3	-2.1	11	6
Cc1ccccc1C(=O)Nc1ccc(S(=O)(=O)N2CC(C)OC(C)C2)cc1 (stereo unspecified)	0.2	3.2	92	1	16	0.2	3	-15	-0.9	6	-3
CN(C)C(=O)c1cc(C(=O)c2c(F)cccc2F)c[nH]1	1.4	3.5	99	-8	-1	1.7	-8	-18	-1.8	9	-10
CC(=O)Nc1ccc(S(=O)(=O)N2CCNC(=O)CC2)cc1	2.6	0.2	101	25	-22	-0.4	10	5	-0.9	5	-10
CCCc1cc(=O)[nH]c(SCC(=O)c2cc(C)n(C)c2C)n1	1.0	-1.3	108	1	-27	-1.9	-12	.	0.4	-2	-10
CCOC(=O)/C=C/c1ccc(C(F)(F)F)cc1S(=O)(=O)NC(C)(C)C	1.6	3.7	105	3	.	2.0	10	103	14	-78	7
CN(CC(=O)NC1CC1)S(=O)(=O)c1ccc(F)cc1	3.3	1.4	100	5	-44	1.0	-13	265	-3.2	16	-2
CCOc1ccccc1N1CCN(C(=O)CCCc2nc3ccccc3s2)CC1	-2.1	4.0	105	9	5	1.3	-6	1	-3.3	16	-7
CN(Cc1ccccc1)C(=O)c1ccc([N+](=O)[O-])o1	5.0	3.8	104	.	-15	2.1	-11	-35	6.5	-44	-2
Cc1cc(Cl)c(OCCCn2ccnc2)c(Br)c1	1.8	-1.4	99	-13	-8	-2.7	-2	-8	-1.2	7	0
CCCNC1=CC(=O)CC(C)(C)C1	2.7	3.9	96	-9	2	0.9	11	-1	-0.1	1	-4
O=C1C=CC(=Nc2ccc(F)cc2)O1	3.0	.	125	2	119*	.	-7	.	-1.1	5	-11
CCCCCCn1c(CN2CCCC(C)C2)nc2c1c(=O)n(C)c(=O)n2C (stereo unspecified)	4.2	2.8	.	14	.	-3.3	4	-24	0.9	-5	-1
CC1CN(CCS(=O)(=O)c2cc(Cl)ccc2Cl)CC(C)O1 (stereo unspecified)	0.6	1.8	114	6	-7	-0.9	-3	18	-1.7	9	-2
NC(=O)Oc1cccc(OC(N)=O)c1	-0.3	-2.2	90	19	-13	-0.9	-6	131	-2.5	11	3
CCN(CC)c1ccc(-c2nn3c(-c4n[nH]c5c4CCC5)nnc3s2)cc1	-0.9	3.7	111	15	-22	-0.6	-8	-6	-1.9	9	-2
COC(=O)Oc1ccc(/C=C/C(=O)OC(C)C)cc1OC(=O)OC	-1.2	2.2	100	3	10	-0.7	-1	65	-1.8	8	0

Of the compounds above, 8 contain an aryl methoxy group.
SMILES	phage Ecoli inh	AddAB inh	DSG3 Ab inh	Arr AP2 block	PfHsp90 set2	E coli growth	PKA-R1A act	Mot1-301 SUMO	MOR-DOR ag	MOR-DOR inv ag	Tat export inh
COc1ccc(S(=O)(=O)NCC2CCC(C(=O)NCc3ccc(F)cc3)CC2)cc1 (stereo unspecified)	0.8	-0.3	112	-19	-8	-0.5	5	-5	-2.7	12	-8
COc1ccc(CCNc2cc(C)nc3c(-c4ccccc4)c(C)nn23)cc1OC	-0.9	1.6	98	0	19	-0.6	-9	-22	-2.5	13	8
CCn1c(-c2cc(-c3cc(OC)ccc3OC)nc3ccccc23)n[nH]c1=S	0.9	0.7	104	-1	4	-0.3	8	-2	0.5	-2	-6
COc1ccc(C2C(C)C3(O)CC(C#N)(C(=O)N3)C2(C#N)C#N)cc1 (stereo unspecified)	2.5	0.1	112	46	5	1.1	-8	88	-1.3	6	-1
COc1ccccc1CNC(=O)CCNC(=O)Cn1cnc2ccccc2c1=O	2.5	0.8	103	2	-6	-2.0	-7	220	-0.6	3	-3
COc1ccccc1CCNC(=O)CCn1nc(C)c2c(C)n(-c3ccccc3)nc2c1=O	3.6	2.3	90	-9	19	-3.1	-4	1	-3.7	19	-2
COc1cc(/C=N/n2c(C)nnc2C)cc(OC)c1OC	2.8	3.9	104	-1	-15	-0.1	4	-2	0.0	0	0
COc1cccc(OC)c1C(=O)Nc1cccc(NC(=O)c2cccs2)c1	2.7	1.3	113	-9	6	-1.2	8	-3	-2.1	11	6
